# Compound activity as filed in PubChem.
# SKN-1 block: inhibitors of C. elegans SKN-1 | C. elegans VP596 Pgst-4::GFP/RFP ratio, acrylamide-induced, 24 h | inhibition, % at 21.8 µM | 0.49% of 360,000 active;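 active = interference check ratio from 0.5 to 1.5 plus GFP to RFP signal ratio inhibition reaching or exceeding a fixed threshold, cut at about 30% in these data, passing the limit was not always enough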; note: some compounds called inactive have numbers as strong as hits
# NadD inh: inhibitors of Staphylococcus aureus NadD; purified NadD enzyme, colorimetric absorbance read-out; 0.78% of 360,000 active; inhibition, % at 20 µM; AID 602399; in the data active = inhibition above about 26%; note: some compounds past the cut are filed as inactive
# LMPTP inh: blocks human LMPTP phosphatase. inhibition, % at 20 µM. P24666. AID 651560. recombinant LMPTP-A, OMFP fluorogenic substrate, fluorescence intensity. 0.22% of 360,000 active;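 active = compounds that cut the enzyme signal by at least half of the control window in the single-dose screen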;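 note: plate controls were DMSO wells with enzyme plus substrate for no effect and substrate without enzyme for full effect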
# Target sequence (P24666 whole entry, looked up): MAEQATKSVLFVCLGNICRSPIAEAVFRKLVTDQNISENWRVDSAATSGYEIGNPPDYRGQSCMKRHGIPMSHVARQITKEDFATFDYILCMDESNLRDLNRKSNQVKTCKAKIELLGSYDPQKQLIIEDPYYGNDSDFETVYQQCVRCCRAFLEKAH
#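 Buffer or medium: Bis-Tris pH 6.0, DTT, detergent; Assay system: LMPTP-A enzyme; Quantity: 0.625 nM enzyme; Detection: endpoint fluorescence intensity; Times: 50 min dark incubation at room temperature; Controls: substrate-only low control, DMSO enzyme-plus-substrate high control; Doses: single 20 µM dose; Read-out: percent inhibition versus substrate-only and uninhibited controls; Reagent: 400 µM OMFP.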
# DNMT1 block: DNMT1 (human) enzyme inhibition | AID 588458 | inhibition (reported as % activation of signal), % at 10 µM | 0.83% of 360,000 active | P26358 | DNMT1 molecular beacon, Hinp1I cleavage, fluorescence; in the data active = inhibition above about 50%
# STEP block: STEP (human) phosphatase inhibition; P54829; recombinant STEP, OMFP fluorogenic substrate, fluorescence; inhibition, % at 20 µM; 0.25% of 360,000 active; AID 588621;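 active = inhibition at 20 µM, scaled per plate between control wells, above about 37%, limit read from the data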;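 note: 0% = DMSO with enzyme and substrate and 100% = substrate only without enzyme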
#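 Material: STEP (striatal-enriched tyrosine phosphatase) enzyme, cell-free | Medium: 50 mM Bis-Tris pH 6.0 with 2.5 mM DTT and 0.005% Tween 20 | Read-out: Percent inhibition scaled to no-enzyme and uninhibited-enzyme controls, plate-pattern corrected | Signal: Fluorescence read at 480 nm ex / 540 nm em | Times: 20 min reaction, room temperature, in the dark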
# Scp-1 inhibitor: inhibitors of human Scp-1 phosphatase | AID 493091 | 0.88% of 340,000 active | Recombinant Scp1, phosphopeptide, malachite green phosphate absorbance | inhibition, % at 20 µM | Q9GZU7;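 active = inhibition above about 50% at 20 µM, limit read from the data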;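 note: plate controls were DMSO wells with enzyme for no effect and wells lacking enzyme for full effect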
#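 Material: truncated SCP-1 phosphatase (76-261aa) / Buffer or medium: 50 mM Tris acetate pH 5.5, 0.005% Tween-20, 10 mM MgCl2 / Compound dosing: one concentration, 20 µM, with 1.0% DMSO / Incubation: 45 min room-temperature reaction, 5 min colour, 30 min stabiliser / Detection: colorimetric free-phosphate detection, absorbance 630 nm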
# SUMO1 PPI mod: alters human SUMO1 binding to SIM partners; P63165; AID 602429; inhibition, % at 20 µM; SUMO1 binding to a labelled peptide, TR-FRET, 1 h; 0.33% of 360,000 active; in the data active = inhibition above about 37%
# CendR NRP1 mod: NRP-1/CendR interaction modulation; O14786; FAM-RPARPAR peptide binding to NRP-1, fluorescence polarization; inhibition, % at 25 µM; 0.85% of 360,000 active; AID 602438;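 active = inhibition or corrected inhibition above about 18%, plus a signal ratio from 0.5 to 1.5, limit read from the data, passing the limit was not always enough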; note: strong numbers were not always called active
# Target sequence (O14786 whole entry, looked up): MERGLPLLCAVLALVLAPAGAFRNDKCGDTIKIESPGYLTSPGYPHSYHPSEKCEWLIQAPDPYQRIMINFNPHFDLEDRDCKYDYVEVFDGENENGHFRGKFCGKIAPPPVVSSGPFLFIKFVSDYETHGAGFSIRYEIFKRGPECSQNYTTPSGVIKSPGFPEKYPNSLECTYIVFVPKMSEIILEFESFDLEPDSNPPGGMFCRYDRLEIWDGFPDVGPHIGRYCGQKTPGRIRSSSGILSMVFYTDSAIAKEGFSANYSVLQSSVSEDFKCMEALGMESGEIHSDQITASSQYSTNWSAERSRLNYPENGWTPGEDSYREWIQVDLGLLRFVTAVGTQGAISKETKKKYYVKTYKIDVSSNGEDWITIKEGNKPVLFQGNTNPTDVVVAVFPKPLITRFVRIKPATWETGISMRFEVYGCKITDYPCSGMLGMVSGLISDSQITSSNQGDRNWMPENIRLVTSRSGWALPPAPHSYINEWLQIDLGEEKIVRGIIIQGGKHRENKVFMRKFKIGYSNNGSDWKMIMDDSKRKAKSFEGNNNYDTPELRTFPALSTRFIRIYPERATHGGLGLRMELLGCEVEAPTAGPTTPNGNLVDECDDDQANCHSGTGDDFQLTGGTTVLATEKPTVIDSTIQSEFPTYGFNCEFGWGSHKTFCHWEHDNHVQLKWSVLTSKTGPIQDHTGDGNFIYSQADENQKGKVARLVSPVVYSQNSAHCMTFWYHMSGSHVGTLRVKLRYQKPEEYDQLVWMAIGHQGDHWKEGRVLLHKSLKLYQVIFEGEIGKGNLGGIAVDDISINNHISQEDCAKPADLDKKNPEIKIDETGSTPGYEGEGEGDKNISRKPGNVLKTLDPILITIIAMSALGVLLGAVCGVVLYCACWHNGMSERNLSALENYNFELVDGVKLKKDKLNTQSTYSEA
# Rpn11 inh: Rpn11 (human) deubiquitinase inhibition; O00487; human 26S proteasome, Ub4-pepOG fluorescence polarization; 20S core pre-blocked with epoxomicin; calls only at 20 µM; 0.59% of 360,000 active;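 active = inhibition at 20 µM, scaled to each plate's controls, above about 33%, limit read from the data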
# MT1-MMP act inh: blocks activation of human MT1-MMP. HT1080 RFP-PRO-GFP cells, GFP/RFP ratio fluorescence, overnight; percent of plate control window, DMSO zero. 0.061% of 360,000 active. GFP/RFP ratio change, % at 20 µM. P50281;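 active = GFP/RFP ratio change of at least 30% with cell ATP level not reduced by more than half and red fluorescence within 50% of control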; note: strong numbers were not always called active
#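 Assay system: RFP-PRO-GFP reporter HT1080 cells; read-out basis: GFP/RFP fluorescence ratio; benchmarks: DMSO wells and RFP-L50D-GFP cells; doses: 20 µM single dose, 1% DMSO; schedule: overnight cell settling, then overnight compound exposure, 37 °C, 5% CO2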
# * = called active by the depositor; i = inactive; . = no result given; + = active, no number.
SMILES,SKN-1 block,NadD inh,LMPTP inh,DNMT1 block,STEP block,Scp-1 inhibitor,SUMO1 PPI mod,CendR NRP1 mod,Rpn11 inh,MT1-MMP act inh
CCC(Oc1ccccc1)C(=O)Nc1ccc(S(=O)(=O)NCC2CCCO2)cc1 (stereo not given),3,-7,-1.4,22,7,-5,2,-4,i,1
CCOC(=O)N1CCN=C1SCc1ccc(Cl)c(Cl)c1,11,-2,-0.8,1,0,2,-1,14,i,0
COc1ccc(CN2C(=O)CSCC2(C)C(=O)NCc2ccccc2)cc1 (stereo not given),1,.,-0.9,.,.,.,0,-1,.,5
O=C(O)c1ccccc1CSc1ccccn1,7,-5,0.2,0,2,-3,4,40*,i,-1
O=C1c2cnccc2CN1Cc1ccccc1,-4,-7,-0.3,28,-3,-10,-1,-2,i,0
CCN(CC)CC(=O)Nc1ccc(-c2ccc(NC(=O)CN(CC)CC)c(OC)c2)cc1OC,-2,-5,-0.3,-9,1,-4,1,-2,i,2
COc1cccc(OCC(O)CN2CCOCC2)c1 (stereo not given),1,-4,-3.5,-4,0,-12,1,-7,i,-4
COc1ccc(CNS(=O)(=O)c2ccc3c(c2)N(C)CCO3)cc1,9,5,-0.4,2,-1,3,3,4,i,-3
NC(=O)C1(N2CCCCC2)CCN(C(=O)c2ccc(C#Cc3ccccc3)o2)CC1,7,0,0.2,-15,-1,-2,-11,-15,i,-3
Cc1ccc(NC(=O)CSc2nnc(Cn3cnc4ccccc43)o2)c(C)c1,-22,-5,1.5,1,-2,-2,5,10,i,-3
Cc1cc2[nH]c(=O)cc(-c3ccccc3)n2n1,17,1,-0.1,14,-1,-2,4,9,i,2
N#CCSc1nc(-c2ccccc2)c2cc(Cl)ccc2n1,1,-2,-1.1,4,0,-11,12,6,i,-2
O=C(OCC(=O)N1CCCC1=O)c1cc(Cl)ccc1O,10,1,-2.1,0,2,-4,2,-5,i,1
CCOC(=O)CN(C)C(=O)C1CCCN1C(=O)OC(C)(C)C (stereo not given),10,-10,-2.6,-2,-1,2,5,-3,i,4
O=C(COC(=O)c1ccc([N+](=O)[O-])s1)NC(=O)NCc1ccccc1,0,-5,-0.6,-4,-1,-1,26,-32,i,0
O=C(C1Cc2ccccc2O1)N1CCCCC1 (stereo not given),12,-1,-0.5,1,0,2,1,-20,i,1
O=C(NCc1ccncc1)C(=O)NC1CC1,1,-4,-1.1,0,-3,-7,-8,-12,i,5
CC(OC(=O)CSc1ccc([N+](=O)[O-])cc1)C(=O)NC1CC1 (stereo not given),-6,3,-0.6,1,0,-7,-23,5,i,7
CCN(CC)C(=O)CN1C(=O)C2(NC(=O)c3ccccc3N2)c2ccccc21 (stereo not given),-10,1,-0.6,0,0,-1,0,5,i,-1
CCOC(=O)C1=C(O)/C(=C/c2ccc(OCC(=O)Nc3ccc(C)cc3)cc2)N=C1C,10,15,-0.9,27,15,7,-8,-1,i,-2
Oc1ccc(/C=N/Nc2ccnc3cc(Cl)ccc23)cc1O,4,18,48,4,2,-7,55*,-11,i,8
COc1ccc(C(=O)c2c[nH]c(C(=O)NCc3ccco3)c2)cc1,-8,6,-1.5,0,-3,-5,5,-4,i,5
Fc1ccccc1N1CCN(C2CCCN(Cc3ccccc3C(F)(F)F)C2)CC1 (stereo not given),10,-3,-1.2,1,2,-5,3,-3,i,2
COc1ccc(-c2[nH]ncc2-c2cscn2)c(O)c1,0,0,-0.1,-2,7,-5,3,-6,i,2
COc1ccc2[nH]cc(CCNC(=O)c3ccccc3Cl)c2c1,-10,-10,-1.2,-29,46*,-6,2,2,+,-1
Cc1ccccc1C(=O)NCC(=O)OCCOc1ccc(C(C)C)c(C)c1,-21,-6,0.9,-3,0,-5,-7,-9,i,-2
Cc1ccc(NC(=O)C2CCCO2)c(Br)c1 (stereo not given),-4,0,-2.4,6,0,-8,-1,2,i,0
CCn1c(=O)cc(OCC(=O)NCCCN2CCC(C)CC2)c2ccccc21,-31,-2,-0.6,4,-2,-6,1,13,i,5
COc1ccc(NC(=O)CCc2nnc3ccc(N4CCN(c5cccc(OC)c5)CC4)nn23)cc1,22,8,0.6,-2,-1,-5,-5,4,i,1
COc1ccc(C(=O)CCC(=O)O)cc1,12,-2,-2.0,-6,1,-12,8,-1,i,1
CC(=Nc1ccccc1)C1=C(O)C(Cc2cccc(F)c2)NC1=O (stereo not given),11,-3,-2.2,3,-3,.,-1,-6,i,16
Cc1ccc(-c2cnc(C(O)c3ccc(C)cc3)[nH]2)cc1 (stereo not given),-10,-3,-0.3,1,1,.,5,11,i,4
C=CCC1c2cccc(C(=O)O)c2C(=O)N1c1ccc(F)cc1 (stereo not given),6,-7,-1.2,4,0,2,-1,7,i,-3
CCOc1ccc2oc(-c3ccccc3)c(C(=O)N3CCN(C)CC3)c2c1,5,-8,-1.6,-3,2,-3,-2,-13,i,0
Cc1csc(NC(=O)c2ccc(Cl)nc2)n1,11,-4,-0.5,3,-1,-7,-1,3,i,-1
CCN1C[C@@H]2[C@@H]3C(=O)N(Cc4ccccc4)C(=O)[C@@H]3[C@](CC)(C1=O)N2C(=O)c1ccc(Br)cc1,6,0,-1.3,1,2,0,-3,15,i,-6
CC(=O)NCc1ccc(-c2csc(NC(=O)CCc3nc4ccccc4c(=O)[nH]3)n2)s1,-6,1,1.0,-4,2,0,-17,-17,i,-3
CCCCCCCCCCCC(=O)N1CC(=O)NC(=O)C1,8,1,0.9,-1,1,-4,8,-15,i,5
C[C@H]1CN([C@@H](C)CO)C(=O)Cc2cc(NC(=O)Cc3ccccc3)ccc2O[C@H]1CN(C)S(=O)(=O)c1cccs1,-5,-5,0.6,-4,4,-3,2,1,i,7
Cc1cccc(OCCC(=O)Nc2ccccc2C(N)=O)c1,11,-6,0.1,0,-2,-2,8,11,i,1
CCCCN(CC)CCNc1c(NC2CCN(C(=O)OCC)CC2)c(=O)c1=O,2,0,-1.9,66*,-1,-10,7,-15,i,1
Cc1onc(-c2ccccc2)c1C(=O)NCCc1ccc(S(N)(=O)=O)cc1,-6,-3,-1.3,-5,-3,-3,-2,1,i,-3
OC[C@@H]1CN(Cc2ccc(F)cc2)C[C@H](n2cnc3c(NCc4ccc(F)cc4)ncnc32)O1,-3,-1,0.2,-1,0,.,3,-7,i,11
Cc1ccccc1OCC(O)Cn1c(NCc2ccco2)nc2c1c(=O)n(C)c(=O)n2C (stereo not given),1,-1,0.2,-6,2,-1,6,7,i,2
O=[N+]([O-])c1cc([N+](=O)[O-])c(Oc2ccc(F)cc2F)cc1NN1CCCCC1,11,1,0.7,3,1,0,-1,1,i,-1

# The final 5 entries of the section before are carried over, then new ones follow:
SMILES,SKN-1 block,NadD inh,LMPTP inh,DNMT1 block,STEP block,Scp-1 inhibitor,SUMO1 PPI mod,CendR NRP1 mod,Rpn11 inh,MT1-MMP act inh
CCCCN(CC)CCNc1c(NC2CCN(C(=O)OCC)CC2)c(=O)c1=O,2,0,-1.9,66*,-1,-10,7,-15,i,1
Cc1onc(-c2ccccc2)c1C(=O)NCCc1ccc(S(N)(=O)=O)cc1,-6,-3,-1.3,-5,-3,-3,-2,1,i,-3
OC[C@@H]1CN(Cc2ccc(F)cc2)C[C@H](n2cnc3c(NCc4ccc(F)cc4)ncnc32)O1,-3,-1,0.2,-1,0,.,3,-7,i,11
Cc1ccccc1OCC(O)Cn1c(NCc2ccco2)nc2c1c(=O)n(C)c(=O)n2C (stereo not given),1,-1,0.2,-6,2,-1,6,7,i,2
O=[N+]([O-])c1cc([N+](=O)[O-])c(Oc2ccc(F)cc2F)cc1NN1CCCCC1,11,1,0.7,3,1,0,-1,1,i,-1
CCOc1ccc(C2C(C#N)=C(C)NC3=C2C(=O)c2ccccc23)cc1 (stereo not given),8,-4,1.4,-13,-1,0,-20,-3,i,0
CCSc1ccccc1C(=O)Nc1nncs1,12,-3,-1.4,-2,-2,-15,1,-4,i,2
C=CCNC(=O)CSc1nc2cc(C(=O)OCC)ccc2n1CC,12,2,-0.6,0,0,-4,1,6,i,3
Cc1ccc(NC(=O)CCS(=O)(=O)c2ccccc2)cc1S(=O)(=O)N1CCCCCC1,-3,-5,-0.4,-3,-2,-7,-3,-6,i,2
CC(C)(C)N1CC(C(=O)Nc2ccc(C(N)=O)cc2)CC1=O (stereo not given),17,2,-1.4,2,2,.,-5,-3,i,10
C=CCn1c(-c2cccn(Cc3ccc(Cl)cc3Cl)c2=O)n[nH]c1=S,-21,-1,-1.4,4,-1,-2,18,-1,i,7
COc1ccc(NC(=O)c2c(Nc3ccccc3)sc(C(=O)c3ccc(F)cc3)c2N)cc1,-4,33*,2.6,-18,-3,-14,-15,8,i,-4
Cc1ccc(NC(=S)N(Cc2ccccc2)Cc2cccs2)c(C)c1,7,-3,1.3,0,6,-5,-3,1,i,0
COc1cc(OC)cc(C(=O)Nc2ccc(-c3nc4ccccc4o3)cc2)c1,-1,-10,2.9,-17,3,-12,1,-9,i,31*
CCN(C(=O)C1CCCO1)c1ccccc1 (stereo not given),10,8,-0.6,37,-1,-2,27,10,i,4
Cn1c(=O)n(C)c2cc(S(=O)(=O)Nc3ccc(F)cc3)ccc21,17,2,-2.4,-3,0,0,4,0,i,7
CC(Oc1ccccc1F)C(=O)NN (stereo not given),-4,-1,1.2,0,-1,2,-3,0,i,-4
Cc1ccc(-n2c3c(c(=O)[nH]c2=O)C(NS(=O)(=O)c2ccc(C)cc2)(C(F)(F)F)C(=O)N3)cc1 (stereo not given),-9,-5,-2.7,-1,0,-15,-2,5,i,4
COc1cc(/C=C(\C#N)C(=O)N2CCOCC2)cc(Br)c1O,9,-4,-2.9,-4,-1,-3,-7,-4,i,-7
O=C(C[C@@H]1C/C=C\C[C@H](NC(=O)OCC2c3ccccc3-c3ccccc32)C(=O)OC[C@H]2CCCN2C1=O)NCCO,16,1,10,9,2,22,-2,0,i,13
COc1ccc(NC(=O)c2cccc(NS(=O)(=O)c3ccccc3)c2)cc1,16,-7,-0.5,0,1,-10,4,6,i,3

# One compound at a time, as listed above. Screens in order: SKN-1 block	NadD inh	LMPTP inh	DNMT1 block	STEP block	Scp-1 inhibitor	SUMO1 PPI mod	CendR NRP1 mod	Rpn11 inh	MT1-MMP act inh
# Entry for Cc1ccc(-n2c3c(c(=O)[nH]c2=O)C(NS(=O)(=O)c2ccc(C)cc2)(C(F)(F)F)C(=O)N3)cc1 (stereo not given) → -9	-5	-2.7	-1	0	-15	-2	5	i	4
# Entry for CC(Oc1ccccc1F)C(=O)NN (stereo not given) → -4	-1	1.2	0	-1	2	-3	0	i	-4
